Screening results deposited in PubChem by National Center for Advancing Translational Sciences (NCATS).
Caspase-1 inhib: allosteric or competitive inhibitors of human caspase-1; P29466; Caspase-1 enzyme, Ac-WEHD-AFC fluorogenic rate; Potency, µM (top dose mostly 57.5 µM), for the others: at the highest dose activity change, negative = inhibition, most hits filed as inhibitors; actives 0.03% (n = 75,000); AID 900;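 also: potency is read from the fitted curve at half-maximal effect; plate controls were vehicle for no effect and no substrate for full effect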
Texas Red fluor: compound fluoresces in the Texas Red spectral region. actives 0.06% (n = 59,000). AID 587. max dye-equivalent concentration, M. Compound fluorescence, Texas Red channel, 547/618 nm; hits give high values; in the data active = max dye-equivalent concentration above about 10 nM; inconclusive = between about 1.1 nM and that limit
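Dye-equivalent concentrations come from scaling compound signal (ex 547, em 618 nm) to six Texas Red standard concentrations run on every plate, after 15 min room-temperature incubation in pH 8.0 Tris (100 mM).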
Casp7 inh: blocks human caspase-7 allosterically or competitively. P55210. recombinant caspase-7, Ac-DEVD-AFC fluorescence rate. Potency, µM (top dose mostly 57.5 µM), for inactives: top-dose activity change, negative = inhibition, actives largely listed as inhibitors. actives 0.02% (n = 75,000). AID 889; active = well fitted inhibition curve with a large enough effect in the main read-out, with a control signal flat, not every such curve was filed as active; inconclusive = small, poorly fitted or top-dose-only effect, or a change in a side signal; also: potency is read from the fitted curve at half-maximal effect; % of control where 0% means no effect
HADH2 inh: inhibitors of human HADH2 dehydrogenase | recombinant HADH2, NADH fluorescence, beta-hydroxybutyryl-CoA | actives 3.4% (n = 73,000) | AID 886 | Q99714 | Potency, µM (doses to about 57.1 µM), without a hit: top-dose activity change, negative = inhibition, hits mostly inhibitors; also: potency is read from the fitted curve at half-maximal effect; % is scaled to controls: 0 for no effect and ±100 for the full control effect; nearly all actives have a fitted effect of over 60% in size; many of its hits are not listed in these tables
Target sequence (Q99714 whole entry, looked up, one chain of several): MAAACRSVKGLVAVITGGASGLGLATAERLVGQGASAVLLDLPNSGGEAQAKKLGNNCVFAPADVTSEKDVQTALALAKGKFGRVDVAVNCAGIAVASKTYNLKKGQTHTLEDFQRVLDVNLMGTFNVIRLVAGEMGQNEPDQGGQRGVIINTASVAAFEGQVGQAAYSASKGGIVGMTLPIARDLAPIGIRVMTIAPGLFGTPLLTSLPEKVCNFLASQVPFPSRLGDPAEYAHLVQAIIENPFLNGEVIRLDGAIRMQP
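Buffer 100 mM Tris-HCl pH 9.0/0.01% Tween-20; HADH2 20 nM; NAD+ 1 mM; beta-hydroxybutyryl-CoA 90 uM (all final). 15 min cpd preincubation, RT.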
Tau fil binding: tau filament binding; AID 596; actives 2% (n = 71,000); recombinant tau filaments, thioflavin S fluorescence, 15 h; filaments grown with octadecylsulfate alongside compound; P10636; Potency, µM (doses to about 57.1 µM), inactives show top-dose activity change, negative = inhibition;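 also: potency is read from the fitted curve at half-maximal effect; % is scaled to controls: 0 for no effect and ±100 for the full control effect; actives lower thioflavin S fluorescence by blocking filaments or displacing dye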
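His-tagged recombinant human tau (exons 2, 3, 10; 1 uM final) fibrillized with 30 uM sodium octadecylsulfate, 15 h at 37 C, in pH 7.4 HEPES buffer with 10 uM thioflavine S and 5 mM DTT. Reduced ThS fluorescence (450/510 nm) marks activity.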
Luciferase inh: blocks Photinus pyralis firefly luciferase activity; P08659; purified firefly luciferase, luminescence, 8 min; Potency, µM (top dose mostly 57.1 µM), for the others: top-dose activity change, negative = inhibition, most hits filed as inhibitors; actives 2.2% (n = 72,000); AID 411; also: potency is read from the fitted curve at half-maximal effect; % is scaled to controls: 0 for no effect and ±100 for the full control effect; nearly all actives have a fitted effect of over 40% in size
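Compounds were tested as concentration series (qHTS) against purified P. pyralis luciferase with luciferin and 10 uM ATP in 50 mM imidazole pH 7.2, 50 mM KCl, 7 mM MgCl2, 0.01% Tween 20, 0.05% BSA. Luminescence was read after 8 min at ambient temperature.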
Rhodamine autofl: compound fluoresces in the rhodamine spectral region; Rhodamine-region fluorescence, 547/598 nm, Tris buffer; hits give high values; max dye-equivalent concentration, M; actives 0.05% (n = 59,000); in the data active = max dye-equivalent concentration above about 11 nM; inconclusive = between about 1.1 nM and that limit
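qHTS spectral profiling of compounds without any target or enzyme present, in pH 8.0 Tris buffer; plates were read after a 15-minute room-temperature incubation using the rhodamine-region filter set.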
HEK293 cAMP cs: counter-screen for TSHR agonists: cAMP increase in parental HEK293 | parental HEK293 CNG cAMP sensor, membrane potential fluorescence | Potency, µM (highest dose often 57.1 µM), for inactives: at the top dose activation, actives largely listed as activators | actives 2.5% (n = 73,000) | AID 938; also: potency is read from the fitted curve at half-maximal effect; % of control where 0% means no effect; nearly all actives have a fitted effect of over 55% in size
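Parental HEK 293 cells stably expressing a cAMP-gated CNG channel were loaded with membrane potential dye containing 100 uM RO 20-1724 for 60 min. Compound added for 30 min; depolarization read as fluorescence intensity at 590 nm.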
Fluorescein fluor: fluorescein region autofluorescence; Compound autofluorescence, 480/540 nm, fluorescein-equivalent; hits give high values; max fluorescein-equivalent concentration, M; actives 0.91% (n = 59,000); in the data active = max fluorescein-equivalent concentration above about 10 nM; inconclusive = between about 1.1 nM and that limit
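Fluorescein stocks ranging 3 mM down to 300 nM, plus DMSO blanks, were pinned alongside compounds to build a per-plate standard curve. Buffer: 100 mM Tris, pH 8.0. Incubation 15 min, room temperature; filters 480/540 nm.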
USP2a inhib: inhibitors of human ubiquitin-specific protease USP2a; Potency, µM (highest dose often 38.3 µM), for the others: at the highest dose activity change, negative = inhibition, most hits filed as inhibitors; USP2a enzymatic assay, qHTS inhibition; actives 0.1% (n = 60,000); AID 927;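 also: potency is read from the fitted curve at half-maximal effect; nearly all actives have a fitted effect of over 60% in size; plate controls were DMSO for no effect and NEM full inhibition control for full effect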
Target sequence (O75604 whole entry, looked up): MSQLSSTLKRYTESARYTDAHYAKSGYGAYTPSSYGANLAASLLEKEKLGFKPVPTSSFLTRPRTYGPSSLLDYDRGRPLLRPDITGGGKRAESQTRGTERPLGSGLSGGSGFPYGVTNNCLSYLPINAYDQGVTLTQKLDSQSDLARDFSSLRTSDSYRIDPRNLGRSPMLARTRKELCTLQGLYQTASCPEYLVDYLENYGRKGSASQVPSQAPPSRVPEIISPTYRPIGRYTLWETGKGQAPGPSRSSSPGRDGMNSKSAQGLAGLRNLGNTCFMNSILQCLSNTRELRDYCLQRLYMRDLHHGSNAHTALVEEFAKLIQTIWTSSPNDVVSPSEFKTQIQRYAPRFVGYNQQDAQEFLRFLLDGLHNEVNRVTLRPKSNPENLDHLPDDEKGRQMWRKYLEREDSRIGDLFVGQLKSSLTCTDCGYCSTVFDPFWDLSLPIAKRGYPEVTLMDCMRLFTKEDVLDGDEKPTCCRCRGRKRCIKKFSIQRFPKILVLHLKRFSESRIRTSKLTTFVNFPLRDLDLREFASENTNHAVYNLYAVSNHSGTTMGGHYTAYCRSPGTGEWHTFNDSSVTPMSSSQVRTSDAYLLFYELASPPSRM
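USP2 core (20 nM final) was preincubated with compound for 30 min at RT in 20 mM Tris-HCl pH 8.0, 2 mM CaCl2, 2 mM beta-mercaptoethanol; Ub-PLA2 (20 nM) plus NBD C6-HPC (20 uM) then added, fluorescence read after 2.5 h.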
ERK AVP inh: inhibitors of vasopressin-stimulated ERK signaling pathway | HEK293-V1b, vasopressin-stimulated pERK AlphaScreen | actives 0.99% (n = 72,000) | AID 995 | Potency, µM (highest dose often 57.5 µM), for the others: top-dose activity, negative = inhibition, most hits filed as inhibitors; also: potency is read from the fitted curve at half-maximal effect; % is scaled to controls: 0 for no effect and ±100 for the full control effect; nearly all actives have a fitted effect of over 55% in size
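Overnight-seeded V1b-HEK293 cells in 1% FBS got compound, then vasopressin (25 nM final, 5 min, 37C), then lysis buffer. AlphaScreen detection of phospho-ERK; activity normalized to basal and full-stimulation controls.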
* hit, by the source's call; [ ] = remark or other dose. Unless noted, calls follow the shape of the dose curve; as a rule, active = well fitted curve in the direction sought with a large enough effect; inconclusive = small, poorly fitted or top-dose-only effect, or another doubt; inactive = no such curve, though single readings can be large; an effect the other way counts as inactive or inconclusive.

CCN(Cc1ccccc1)Cc1c(F)cccc1F was read as Caspase-1 inhib -1%, Casp7 inh 0%, HADH2 inh -4%, Tau fil binding 2%, Luciferase inh 3%, HEK293 cAMP cs 23%, USP2a inhib -1% and ERK AVP inh -9%.
`COC(=O)c1ccc(C(NC(=O)OCc2ccccc2)/C(F)=C/[C@@H](C)C(=O)N[C@@H](CO)Cc2ccccc2)cc1` (some centres not stated) gave Caspase-1 inhib 0%, Casp7 inh -4%, HADH2 inh 20%, Tau fil binding 380%, HEK293 cAMP cs 2% and ERK AVP inh -37%.
For O=c1c2c3c(sc2n2cnnc2n1CCc1ccccc1)CCCC3 the results were Caspase-1 inhib -1%, Texas Red fluor inactive, Casp7 inh 1%, HADH2 inh 12%, Tau fil binding 8%, Luciferase inh 3%, Rhodamine autofl inactive, HEK293 cAMP cs 18%, Fluorescein fluor inactive, USP2a inhib 4% and ERK AVP inh -11%.
Screening CCCCc1nc2c(c3c1CC(C)OC3)CN(CCOc1ccccc1)CC2 (configuration not stated) returned Caspase-1 inhib -2%[11.5 µM], Casp7 inh -6%[11.5 µM], HADH2 inh 7%[11.4 µM], HEK293 cAMP cs 23%[11.4 µM] and ERK AVP inh 6%[11.5 µM].
`COCC(C)NC(=O)NC1(C(F)(F)F)Oc2ccc(Cl)cc2O1` (configuration not stated) gave Caspase-1 inhib -2%, Texas Red fluor inactive, Casp7 inh -1%, HADH2 inh inconclusive, Tau fil binding -49%, Luciferase inh 2%, Rhodamine autofl inactive, HEK293 cAMP cs -10%, Fluorescein fluor inactive, USP2a inhib 2% and ERK AVP inh 14%.
`CCc1nc2oc3cc(OC)ccc3c(=O)c2c(=O)n1Cc1ccco1` gave Caspase-1 inhib -2%, Texas Red fluor inconclusive, Casp7 inh -13%, HADH2 inh -9%, Tau fil binding -10%, Luciferase inh 1%, Rhodamine autofl inactive, HEK293 cAMP cs 10%, Fluorescein fluor inactive, USP2a inhib 32%[activator] and ERK AVP inh -1%.
O=S(=O)(c1cccc2nsnc12)N1CCOCC1 was read as Caspase-1 inhib 0%, Texas Red fluor inactive, Casp7 inh 0%, HADH2 inh -4%, Tau fil binding -12%, Luciferase inh 3%, Rhodamine autofl inactive, HEK293 cAMP cs 4%, Fluorescein fluor inactive and ERK AVP inh -8%.
`CN(CC(=O)Nc1ccncc1)S(=O)(=O)c1ccccc1` gave Caspase-1 inhib -1%, Texas Red fluor inactive, Casp7 inh 0%, HADH2 inh 4%, Tau fil binding -2%, Luciferase inh 0%, Rhodamine autofl inactive, HEK293 cAMP cs 4%, Fluorescein fluor inactive, USP2a inhib -1% and ERK AVP inh 6%.
For CCOc1cccc2cc(C(=O)N3CCc4ccccc4C3)c(=O)oc12 the results were Caspase-1 inhib -1%, Texas Red fluor inactive, Casp7 inh -1%, HADH2 inh -16%, Tau fil binding -29%, Luciferase inh 3%, Rhodamine autofl inactive, HEK293 cAMP cs 17%, Fluorescein fluor inconclusive, USP2a inhib 44%[activator] and ERK AVP inh -4%.
For CCOc1ccc(-c2[nH]nc3c2C(c2ccc(O)cc2)C(C#N)=C(N)O3)cc1 (configuration not stated) the results were Caspase-1 inhib -4%, Texas Red fluor inconclusive, Casp7 inh -3%, HADH2 inh 2%, Tau fil binding 4%, Luciferase inh 3%, Rhodamine autofl inactive, HEK293 cAMP cs -5%, Fluorescein fluor inactive, USP2a inhib 2% and ERK AVP inh -21%.
Cc1ccccc1C(=O)NC1CCN(Cc2nnnn2CCc2ccccc2)CC1 was read as Caspase-1 inhib -3%, Texas Red fluor inactive, Casp7 inh 1%, HADH2 inh 4%, Tau fil binding -1%, Luciferase inh 1%, Rhodamine autofl inactive, HEK293 cAMP cs -2%, Fluorescein fluor inactive, USP2a inhib 6% and ERK AVP inh 0%.
`COc1ccc(C/C(N)=N/n2cnnc2)cc1` gave Caspase-1 inhib -3%, Casp7 inh -1%, HADH2 inh 5%, Tau fil binding -3%, Luciferase inh 2%, HEK293 cAMP cs -2% and ERK AVP inh 14%.
`COc1ccccc1Oc1coc2cc(O)ccc2c1=O` gave Caspase-1 inhib 3%, Texas Red fluor inactive, Casp7 inh 0%, HADH2 inh inconclusive, Tau fil binding -6%, Luciferase inh 1%, Rhodamine autofl inactive, HEK293 cAMP cs -30%, Fluorescein fluor inconclusive, USP2a inhib -2% and ERK AVP inh -2%.
For Cc1nnc2ccc(N3CCCC3)nn12 the results were Caspase-1 inhib 0%, Texas Red fluor inactive, Casp7 inh 0%, HADH2 inh -4%, Tau fil binding 5%, Luciferase inh 1%, Rhodamine autofl inactive, HEK293 cAMP cs -2%, Fluorescein fluor inactive, USP2a inhib -14% and ERK AVP inh -6%.
`CCOC(=O)/C(C(N)=NC)=C(\O)c1ccccc1` gave Caspase-1 inhib 0%, Texas Red fluor inconclusive, Casp7 inh 1%, HADH2 inh 2%, Tau fil binding 106%, Luciferase inh 1%, Rhodamine autofl inactive, HEK293 cAMP cs 0%, Fluorescein fluor inconclusive, USP2a inhib 7% and ERK AVP inh -16%.
Screening COc1ccc(OC)c(-c2cc(C(=O)Nc3c(C)nn(Cc4ccccc4)c3C)no2)c1 returned Caspase-1 inhib -3%, Texas Red fluor inactive, Casp7 inh -3%, HADH2 inh inconclusive, Tau fil binding 57%, Luciferase inh 0%, Rhodamine autofl inactive, HEK293 cAMP cs 1%, Fluorescein fluor inactive, USP2a inhib 25% and ERK AVP inh inconclusive.
For COc1ccc(OC)c(C2=NOC(C(=O)Nc3cc(C)nn3-c3ccccc3)C2)c1 (configuration not stated) the results were Caspase-1 inhib -1%, Casp7 inh -1%, HADH2 inh -18%, Tau fil binding 13%, Luciferase inh 3%, HEK293 cAMP cs 19% and ERK AVP inh inconclusive.
For CCc1ccc2[nH]c(=O)c(CN(CCN(CC)CC)C(=O)NC3CCCCC3)cc2c1 the results were Caspase-1 inhib -2%, Texas Red fluor inactive, Casp7 inh 1%, HADH2 inh 4%, Tau fil binding 6%, Luciferase inh 0%, Rhodamine autofl inactive, HEK293 cAMP cs inconclusive, Fluorescein fluor inactive, USP2a inhib 16% and ERK AVP inh -11%.
`O=C1Nc2ccccc2N=C(c2ccccc2)C1N1CCOCC1` (configuration not stated) gave Caspase-1 inhib 1%, Texas Red fluor inconclusive, Casp7 inh 0%, HADH2 inh -6%, Tau fil binding -11%, Luciferase inh 2%, Rhodamine autofl inactive, HEK293 cAMP cs -5%, Fluorescein fluor inactive, USP2a inhib 0% and ERK AVP inh 18%.
O=C(Nc1ccc2c(c1)OCO2)C(c1ccccc1)N1CCCCC1 (configuration not stated) was read as Caspase-1 inhib 2%, Casp7 inh 1%, HADH2 inh 14%, Tau fil binding -15%, Luciferase inh 0%, HEK293 cAMP cs 24% and ERK AVP inh -14%.
`COc1ccc(C(=O)Nc2ccc3c(c2)nc2n3CCSC2)cc1` gave Caspase-1 inhib inconclusive, Texas Red fluor inactive, Casp7 inh -11%, HADH2 inh inconclusive, Tau fil binding inconclusive, Luciferase inh 13µM*, Rhodamine autofl inactive, HEK293 cAMP cs -19%, Fluorescein fluor inconclusive, USP2a inhib 47%[activator] and ERK AVP inh -27%.
COc1ccccc1OCc1ccc(C(=O)n2nc(C)c(Cl)c2C)o1 was read as Caspase-1 inhib -1%, Texas Red fluor inactive, Casp7 inh -1%, HADH2 inh -2%, Tau fil binding 10%, Luciferase inh -3%, Rhodamine autofl inactive, HEK293 cAMP cs inconclusive, Fluorescein fluor inactive, USP2a inhib 3% and ERK AVP inh -1%.
CCC(=Nc1ccc(Cc2ccncc2)cc1)c1c(O)n(C)c(=O)n(C)c1=O was read as Caspase-1 inhib -3%, Texas Red fluor inactive, Casp7 inh -2%, HADH2 inh -7%, Tau fil binding -17%, Luciferase inh 0%, Rhodamine autofl inactive, HEK293 cAMP cs 27%, Fluorescein fluor inactive, USP2a inhib 9% and ERK AVP inh -19%.
O=C(Nc1ccc2c(c1)OCO2)C1CCN(C(=O)c2cccs2)CC1 was read as Caspase-1 inhib -2%, Texas Red fluor inactive, Casp7 inh -1%, HADH2 inh -19%, Tau fil binding -19%, Luciferase inh -6%, Rhodamine autofl inactive, HEK293 cAMP cs 2%, Fluorescein fluor inactive, USP2a inhib 4% and ERK AVP inh -5%.

The list is partial (hit frequency here may not be typical).
